# SW480 rereplic: DNA re-replication induction in SW480 cells; SW480 DNA re-replication, Hoechst DNA content imaging, 48 h; Potency, µM (series often up to 46.1 µM), for inactives: top-dose re-replication activation, most hits filed as activators; 340,000 compounds, 1.8% hits; further: potency means the concentration at half of the fitted maximal effect; % of control where 0% means no effect; nearly all actives have a fitted effect of over 55% in size
#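 Image-based read-out: total Hoechst fluorescence of nuclei (405 nm excitation, 500-530 nm emission), with hits raising the fraction of high-intensity nuclei. SW480 colon cells incubated 48 hr with compounds at 37 C.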
# HT1080NT lethal: kills 2HG-producing HT-1080-NT fibrosarcoma cells. HT-1080-NT fibrosarcoma viability, CellTiter-Glo ATP luminescence, 48 h. Potency, µM (top dose mostly 46.1 µM), inactives show at the top dose activity, negative = less viability, hits mostly cytotoxic. 360,000 compounds, 1.6% hits;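 further: NT is the 2HG producing partner of a matched IDH1 knockdown line; potency means the concentration at half of the fitted maximal effect; 0% = DMSO-treated cells and -100% = media-only wells without cells; nearly all actives have a fitted effect of over 55% in size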
#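 Fibrosarcoma NT cells, 750 per well in 5% FBS RPMI, were exposed to compound for 48 hours. Viability: CellTiter-Glo luminescence.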
# ATXN2 expr inh: inhibitors of ATXN2 expression; HEK-293 ATXN2-luciferase reporter, luminescence, 24 h; Potency, µM (top dose mostly 57 µM), without a hit: at the top dose activity change, negative = inhibition, usual class: inhibitors; 360,000 compounds, 0.72% hits; further: potency means the concentration at half of the fitted maximal effect; on the % scale 0 is the no-effect control and ±100 the full control effect; nearly all actives have a fitted effect of over 55% in size
#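 qHTS (up to 57 uM final) was run with 24 h compound exposure of reporter cells at 37 °C. Each well was multiplexed: SteadyGlo luminescence measured ATXN2-luciferase expression after a fluorogenic Gly-Phe-AFC viability readout (25 uM final).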
# ATXN viability: cell viability loss in ATXN counter-screen. Potency, µM (doses to about 56.7 µM), most hits filed as cytotoxic. AID 651635. 400,000 compounds, 0.49% hits. S2 cells (HEK-293 line with an ATXN2-luciferase reporter) viability, CellTiter-Fluor protease fluorescence, 24 h; further: potency means the concentration at half of the fitted maximal effect; nearly all actives have a fitted effect of over 40% in size
# KB-3-1 cytotox: KB-3-1 parental cell cytotoxicity. KB-3-1 viability, CellTiter-Glo ATP luminescence, 72 h. Potency, µM (top dose mostly 46.1 µM), inactives show at the top dose activity change, negative = cytotoxic, most hits filed as cytotoxic. 400,000 compounds, 1.4% hits. AID 1347075; further: potency means the concentration at half of the fitted maximal effect; on the % scale 0 is the no-effect control and ±100 the full control effect; nearly all actives have a fitted effect of over 60% in size
#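 Cytotoxicity in the drug-sensitive parental line KB-3-1 was scored as loss of CellTiter-Glo luminescence following 72 h incubation with compound. Values come from curve fitting of normalized concentration-response data.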
# IL-1B inflam inh: inhibitors of inflammasome signaling (IL-1 beta secretion) | THP-1 LPS/ATP IL-1B secretion, AlphaLISA, 16 h; hits give low values | activity change, % at 57.5 µM | 360,000 compounds, 4.7% hits; in the data active means activity change below about -50%; inconclusive means mostly about -30% to -49%; further: on the % scale 0 is the no-effect control and ±100 the full control effect
#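 THP-1 cells pretreated 1 hr with compounds (up to 57.5 uM final), then stimulated with LPS (250 ng/mL final) plus ATP (1.25 mM final); secreted IL-1B measured by AlphaLISA after 16 hr, decreased signal indicating inhibition.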
# HepG2 tox: kills HepG2 cells in TGF-b inhibitor counter-screen | AID 588856 | Potency, µM (titrated, usually from 46.1 µM), inactives show at the top dose activity change, negative = cytotoxicity, actives largely listed as cytotoxic | 410,000 compounds, 0.76% hits | HepG2 CAGA-GFP viability, ATP luminescence, 18 h; further: potency means the concentration at half of the fitted maximal effect; some results filed as inactive show a strong effect at the top dose
#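 CellTiter-Glo luminescence gave cytotoxicity after 18 hours at 37 degrees C. The cells were HepG2 CAGA-GFP in 1% FBS DMEM, stimulated with 500 pg/mL TGF-beta after compound addition. %Activity was normalised to no-cell wells (complete cell-killing) and DMSO (no toxicity), and curves were fitted and classified.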
# HT1080 IDH1KD tx: kills HT-1080 cells with IDH1 knockdown. 360,000 compounds, 2% hits. Potency, µM (titrated, usually from 46.1 µM), for the others: at the highest dose activity, negative = toxicity, usual class: cytotoxic. HT-1080 IDH1 knockdown viability, ATP luminescence, 48 h;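 further: potency means the concentration at half of the fitted maximal effect; 0% = DMSO wells and -100% = cell-free medium wells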
#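 HT-1080-IDH1KD cells (IDH1 knocked down), 750/well in RPMI with 5% FBS, treated with compound 48 h at 37 degrees C. Viability by CellTiter-Glo luminescence, normalised to DMSO and no-cell wells; concentration-response curves classed.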
# MCF10A rereplic: inducers of DNA re-replication in MCF 10A breast cells; MCF 10A DNA re-replication, Hoechst nuclear intensity, 48 h; Potency, µM (titrated, usually from 46.1 µM), for inactives: at the top dose activity, positive = re-replication, usual class: activators; 350,000 compounds, 2.9% hits; AID 624296; further: potency means the concentration at half of the fitted maximal effect; % of control where 0% means no effect; nearly all actives have a fitted effect of over 50% in size
# Starred values were filed as active, the others as inactive; i = inactive; ? = inconclusive; . = not tested or not shown; & = joins results of further samples; [ ] = another dose, or the depositor's remark. Unless noted, the call rests on the fitted dose curve; in most records, active means well fitted curve in the direction sought with a large enough effect; inconclusive means small, poorly fitted or top-dose-only effect, or another doubt; inactive means no such curve, though single readings can be large; an effect the other way counts as inactive or inconclusive.
SMILES,SW480 rereplic,HT1080NT lethal,ATXN2 expr inh,ATXN viability,KB-3-1 cytotox,IL-1B inflam inh,HepG2 tox,HT1080 IDH1KD tx,MCF10A rereplic
CCCn1c(=O)c2ccccc2n2c(SCC(=O)/C(C#N)=C(\C)N)nnc12,18%,8%,10%,i,-4%,-2,2%,10%,-5%
CCn1cc(C(=O)NCCCN2CCC(C)CC2)c(=O)c2cc(S(=O)(=O)N(C)C3CCCCC3)ccc21,3%,-6%,-32%,?,-15%&-9%,-24,-41%&-49%,-4%,-10%
COc1ccc(C)c2sc(=NC(=O)c3ccc(C(C)=O)cc3)n(C)c12,0%,-7%,97%[activator],i,-28%,-11,-12%,2%,6%
Cc1cccc(CSc2nc(=O)c3c(n2C)NC(=O)CC3c2cc(F)cc(F)c2)c1 (stereo unspecified),.,.,11%,i,10%,.,2%,.,.
O=C(O)c1ccccc1-c1cccc2nncn12,.,19%,-7%,i,0%,-10,-4%,6%,.
O=C(Nc1ccc(-c2nnc3n2CCCCC3)cc1)c1cc2ccccc2o1,2%,0%,.,i,12%,-199*,9%,-6%,0%
O=C1CC(c2ccco2)CC2=C1C=Nc1ccccc1N2 (stereo unspecified),1%,-13%,10%,i,-6%,-19,-18%,-16%,28%
Cc1ccc(NC(=O)[C@@H]2CCCN2C(=O)[C@@H]2Cc3ccccc3CN2)c(C)c1,-2%,2%,8%,i,10%,-15,-16%,14%,3%
CC1CN(CC(O)COC2CCC(C(C)(C)C)CC2)CC(C)O1 (stereo unspecified),-6%,0%,1%[11.3 µM],?,9%,17,-10%,-3%,21%
COc1cc(OC)cc(C(=O)NC(=S)Nc2ccc(N3CCCC3)cc2)c1,.,-4%,-6%,i,25%,0,-7%,-3%,23%
S=C(NCCCc1cnc[nH]1)NCCCN(Cc1ccccc1)c1ccc(Br)cn1,.,.,0%,i,-27%,.,-57%,.,.
Cc1ccc(-n2nc(C(=O)O)c3ccccc3c2=O)cc1C,-7%,4%,2%,i,-16%,21,-29%,9%,0%
CCCCn1c(N)c(N(CC)C(=O)C2CCCC2)c(=O)[nH]c1=O,-8%,4%,.,?,5%,14,12%,4%,2%
COc1ccc2[nH]c3nc(SC(C)C)nnc3c2c1,-8%,6%,-23%,i,1%,37,4%,6%,-5%
CC(NC(=O)c1cc(S(=O)(=O)N(C)C)ccc1Cl)c1ccc(-n2ccnc2)cc1 (stereo unspecified),-4%,8%,8%,i,9%,4,-6%,4%,9%
Cc1ccc(C)c(N2CCN(C(=O)CCS(=O)(=O)c3ccc4c(c3)CCN4C(=O)C3CC3)CC2)c1,-35%[inhibitor],25%,-19%,i,?,0,-13%,1%,10%
Cn1cccc1C(=O)c1cccc([N+](=O)[O-])c1,?,-4%,-10%,i,-12%,-2,-16%,0%,?
Nc1nc(-c2ccc(Cl)cc2)c(N=Nc2ccc(S(=O)(=O)N3CCOCC3)cc2)s1,0%,3%,-37%,.,?,11,19%,12%,11%
CC(C)=CCC/C(C)=C/CNC(=O)C[C@H]1C[C@H](C(=O)N2CCOCC2)[C@@]2(CCC3CCCC3)c3[nH]c4cc(-c5ccco5)ccc4c3CCN2C1=O,18%[9.22 µM],-13%,-22%,?,?,-22,2%,-13%,-22%
CCOC(=O)NC(NC(=S)Nc1ccc(OCC)cc1)C(Cl)(Cl)Cl (stereo unspecified),17%,12%,-2%,?,?,-1,1%,8%,10%
CC(C)NC(=O)COC(=O)c1ccc(NS(=O)(=O)c2ccc3c(c2)OCCO3)cc1,?,0%,-3%,i,3%,1,-10%,-3%,-183%[0.0737 µM]
CCOC(=O)CC1C(=O)NCCN1Cc1cccc(OC)c1 (stereo unspecified),-2%,-2%,2%,i,-7%,6,-14%,2%,2%
COc1ccc(-n2nc(C(=O)NCC(=O)NCC3CCCO3)c3ccccc3c2=O)cc1Cl (stereo unspecified),0%,-10%,-1%,i,14%,-9,6%,-4%,6%
Fc1ccc(CNC(=S)NCc2ccccc2)cc1,-1%,-21%,5%,i,13%,-21,-12%,-21%,10%
CCc1c(O)nc(SCC(=O)Nc2ccc3c(c2)CCC3)[nH]c1=O,-6%,-1%,1%,i,0%,5,0%,-6%[9.24 µM],-1%

# Gathered by group, the compounds so far containing a COOH group
SMILES,SW480 rereplic,HT1080NT lethal,ATXN2 expr inh,ATXN viability,KB-3-1 cytotox,IL-1B inflam inh,HepG2 tox,HT1080 IDH1KD tx,MCF10A rereplic
O=C(O)c1ccccc1-c1cccc2nncn12,.,19%,-7%,i,0%,-10,-4%,6%,.
Cc1ccc(-n2nc(C(=O)O)c3ccccc3c2=O)cc1C,-7%,4%,2%,i,-16%,21,-29%,9%,0%

# Later entries.
SMILES,SW480 rereplic,HT1080NT lethal,ATXN2 expr inh,ATXN viability,KB-3-1 cytotox,IL-1B inflam inh,HepG2 tox,HT1080 IDH1KD tx,MCF10A rereplic
Cc1ccccc1OCCCC(=O)Nc1nccs1,1%,-2%,3%,i,8%,?,-5%,12%,-1%
COc1ccccc1CNC(=O)CCN1C(=O)COc2ccc(C)cc21,0%,3%,1%,i,0%,?,-3%,2%,0%
COc1cccc(CSc2nc3n(n2)C(CC(C)C)C(C(=O)Nc2ccccc2C)=C(C)N3)c1 (stereo unspecified),.,.,-20%,i,8%,.,1%,.,.
CC1(C)Cc2nc3oc4c(=O)n(CC(=O)Nc5ccc(Cl)cc5)cnc4c3cc2CO1,-6%,1%,-9%,i,12%,31,19%,4%,7%
C=CCn1c(CSc2nc3ccccc3s2)nnc1SCC(=O)NCc1ccccc1,-17%,-1%,-13%,i,0%,18,-8%,0%,-3%
COc1ccc(-c2csc(C)n2)cc1,3%,21%,65%[activator],i,-1%,0,1%,7%,-1%
CN(CC(=O)Nc1ccccc1N1CCOCC1)CC(=O)Nc1ccc(F)c(F)c1F,-12%,17%,-11%,i,-2%,13,-7%,16%,-29%
C[C@H](CO)N1C[C@H](C)[C@H](CN(C)C(=O)C2CC2)OCc2cnnn2CCCC1=O,.,12%,4%,i,12%,4,5%,3%,.
CCCc1ccc(OCc2ccc(C(=O)Nc3cccc(C)n3)o2)c(OC)c1,7%,-4%,.,i,?,59,2%,-6%,?
CN(C(=O)c1ccc(NC(=O)Cc2cccc(NC(=O)C3CCCN(C(=O)C4CCCC4)C3)c2)cc1)C1CC1 (stereo unspecified),0%,-1%,5%,i,0%,-8,-22%,0%,?
COc1ccc(N2CCN(C(=O)c3cc(N4C(=O)C5C6CCC(C6)C5C4=O)ccc3Cl)CC2)cc1 (stereo unspecified),-75%[inhibitor],0%,-17%,i,?,12,1%,1%,-52%[inhibitor]
Cc1c(NC2(c3nnnn3-c3ccc(Br)cc3)CCCCC2)c(=O)n(-c2ccccc2)n1C,3%,1%,5%,i,9%,-8,-16%,-16%,4%
O=C(CSCc1nc2ccccc2[nH]1)Nc1ccc(Oc2ccccc2)cc1,-1%,-9%,-2%,i,-2%,?,-24%,-22%,?
CCCNC(=O)N1CCN(c2nc(C(C)C)c3c(c2C#N)CC(C)(C)OC3)CC1,?,-6%,6%,i,-12%,-10,-17%,-13%,16%
CN(Cc1ccccc1)C(=O)C1CCCN(Cc2ccc(Cl)cc2)C1 (stereo unspecified),11%[9.22 µM],-18%,0%,i,?,?,-10%,-22%,?
COc1ccccc1NC(=O)CSc1nc(-c2cccc(Cl)c2)nc2c1Cc1c(CO)cnc(C)c1O2,.,.,11%,i,8%,.,-4%,.,.
O=C(COc1ccccc1Cl)NCCCN1CCOCC1,-12%,7%,-2%,i,7%,5,30%,4%,-33%
CCn1c(=O)c(=O)[nH]c2cc(C(=O)NC3CCCC3)ccc21,?,11%,-17%,i,19%,34,-18%,17%,5%[9.22 µM]
COc1ccccc1OCCn1c(NC(=O)c2ccccc2)nc2ccccc21,.,.,9%,?,18%,.,-57%,.,.
Cc1cc(-c2nn(-c3ccccc3F)cc2CN2CCCC(CO)C2)c(C)s1 (stereo unspecified),16%,1%,-14%,?,1%,-16,3%,-20%,5%
Cc1cccc(C)c1NC(=O)C(c1ccccc1)N1CCN(C/C=C/c2ccccc2)CC1 (stereo unspecified),.,-3%,-10%,?,-1%,-10,-32%,2%,.
Cc1ccc(NC(=O)CN2C(=O)CCc3cc(S(=O)(=O)N4CCCCC4)ccc32)cc1N(C)C,.,.,-17%,i,?,.,1%,.,.
Cc1ccc(OC/C(=N\O)C(C)(C)C)c([N+](=O)[O-])c1,-111%[inhibitor],-4%,22%,i,-3%,-82*,12%,-20%,6%
Clc1ccccc1CN1CCSCC1,9%,8%,24%,i,16%,0,0%,0%,15%
CC(NC(=O)c1ccc(Cl)cc1)c1nnc(SCC(=O)NC2=NCCS2)n1C (stereo unspecified),15%,-3%,-6%,?,-3%,-9,-12%,15%,-10%

# The list continues:
SMILES,SW480 rereplic,HT1080NT lethal,ATXN2 expr inh,ATXN viability,KB-3-1 cytotox,IL-1B inflam inh,HepG2 tox,HT1080 IDH1KD tx,MCF10A rereplic
CC(C)OCCCNc1ncnc2sc3c(c12)CCCC3,.,.,-6%,?,?,.,-31%,.,.
COc1ccc(C(=O)CC(=O)c2ccc(F)cc2)cc1,0%,5%,.,i,1%,-53*,-6%,-1%,-1%
COc1ccc(CNC(=O)c2cc(C)nc3ccccc23)cc1OC,-9%,1%,-11%,i,-14%,35,-11%,0%,11%
COC(=O)CSc1nc2cc(C)ccc2cc1C#N,0%,?,105%[activator],i,-10%,0,7%,9%,13%
CC(=O)c1ccc(NC(=O)NNS(=O)(=O)c2ccc([N+](=O)[O-])cc2)cc1,16%,-1%,-4%,i,19%,-15,-6%,2%,1%
CCc1cc(C(=O)N2CCCC(CCC(=O)N3CCN(c4ccccn4)CC3)C2)no1 (stereo unspecified),-1%,-13%,-22%,i,2%,0,-5%,-14%,-5%
Cn1ncc(Cl)c1C(=O)Nc1cccnc1,-2%,26%,6%,i,-4%,-7,-16%,20%,0%
Cc1cccc(-n2nc3c(c2NC(=O)CCCl)CSC3)c1,-3%,-1%,.,?,1%,12,-31%,0%,-12%
